TAG inh – reduces triacylglycerol accumulation in H9c2 cells; inhibition, % at 12.5 µM; AID 651582; hit rate 0.66% among 230,000; Nile Red lipid (TAG) fluorescence; cells loaded with 200 µM oleic acid;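 active = pattern-corrected inhibition of lipid staining of at least 50% with the nuclear-stain viability signal not falling by more than 50%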;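 also: 0% = DMSO wells and 100% = triacsin C control wells; some results filed as inactive read as strong as hits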
TAG inh DAPI viability – further read-out of TAG inh, marked with its call; DAPI nuclei signal change (viability), lower = more cytotoxic, %;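 whole-well DAPI fluorescence read on a plate reader as a viability signal; minus 50 percent equals half of cells still viable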
* marks the source's active call; other numbers are inactive results. These rows are one share of the data; rates above refer to the full screens.

SMILES	TAG inh	TAG inh DAPI viability
CC(OC(=O)Cn1[nH]c(=O)c2ccccc2c1=O)C(=O)Nc1cccc(Cl)c1 (configuration not stated)	-2	1
Cc1nc2sc(C(c3ccco3)N3CCN(C(c4ccccc4)c4ccccc4)CC3)c(O)n2n1 (configuration not stated)	4	-10
Nn1cc(-c2ccccc2)nc1SCC(=O)N1CCN(S(=O)(=O)c2ccccc2)CC1	19	2
COCC1CCN(C(=O)C2CCC(=O)N(Cc3ccc(Cl)cc3)C2)CC1 (configuration not stated)	1	6
CN(C)CCCNC(=O)C[C@H]1C[C@H](C(=O)N2CCOCC2)[C@@]2(CCC3CCCC3)c3[nH]c4cc(CCC(=O)N(C)C)ccc4c3CCN2C1=O	-7	1
O=C(O)C1CCN(C(=O)c2ccco2)CC1	1	-4
OC(CNCC(c1ccco1)N1CCCCC1)c1ccccc1 (configuration not stated)	-9	24
O=C(Cn1[nH]c(=O)c2ccccc2c1=O)OCC(=O)c1ccc(F)cc1	0	-2
O=C(c1ccc(S(=O)(=O)N2CCCCC2)cc1)N1CCCC(C(F)(F)F)C1 (configuration not stated)	10	-2
COc1ccc(S(=O)(=O)Nc2cccc(-c3ccc4nncn4n3)c2)cc1	8	-7
CC(C)CC(NC(=O)C(NC(=O)C1OC2OC(C)(C)OC2C2OC(C)(C)OC12)C(C)C)C(=O)O (configuration not stated)	-22	12
Cc1c(C(=O)C(=O)NCC2CCCO2)c2ccccc2n1C (configuration not stated)	-1	1
C[C@@H]1CCCCO[C@@H](CN(C)C(=O)CCC(F)(F)F)[C@@H](C)CN([C@H](C)CO)C(=O)c2cc(N(C)C)ccc2O1	6	7
Cc1ccc(N2C(=O)N(CC(=O)NC(N)=O)C(=O)C2C)cc1 (configuration not stated)	4	5
COc1ccc(-n2c(C)cc(C=O)c2C)cc1Cl	4	-3
COC(=O)CCC(=O)N1CCC(CCC(=O)NCc2ccc(F)cc2)CC1	-13	8
Cc1noc(C)c1C(=O)OCC(=O)c1c(N)n(CC(C)C)c(=O)n(C)c1=O	11	22
N#CC(C(=O)Nc1ccc(Cl)cc1)=C1Nc2ccccc2N1	3	15
COc1ccc(OC)c(NC(=O)COC(=O)CC2CCCCC2)c1	-30	2
CCOc1ccccc1NC1=C(OC)C(=O)C(Nc2ccccc2OCC)=C(OC)C1=O	23	-7
CCSc1ccc(C(=O)Nc2ccc(Br)cn2)cc1[N+](=O)[O-]	1	1
O=C1c2ccccc2C(=O)N1OCc1ccc(Cl)cc1	9	-4
Cc1ccc(-n2nnc3c(=O)n(CC(=O)OCc4ccccc4)cnc32)cc1	13	-18
Cc1noc(C)c1C(=O)N1CCC1(C)C(=O)NS(=O)(=O)c1cccc(OC(F)F)c1 (configuration not stated)	-6	11
Cc1ccc(SCc2cn3c(C)cc(C)nc3n2)cc1	5	11
C[C@H]1CN=C(N(C)C)N1CC1CCC(C(C)(C)C)CC1 (some centres not stated)	-16	21
Cc1ccc(OC(C)C(=O)Nc2cccc(S(=O)(=O)N3CCCCCC3)c2)cc1 (configuration not stated)	-32	-2
O=C(O)c1ccc(NS(=O)(=O)c2ccc3c(c2)OCCO3)cc1	-12	5
Cc1csc(NC(=O)Nc2cccc(Cl)c2)n1	14	1
COC(=O)c1ccc(/C=C/C(=O)OCC(=O)Nc2sccc2C(N)=O)cc1	5	8
Cc1cc(C(=O)N/N=C/c2cccc([N+](=O)[O-])c2)c(C)o1	6	-8
C/C(=N\NC(=O)c1nnn(-c2nonc2N)c1-c1ccccc1)c1ccco1	5	3
Cc1cccc(C)c1NC(=O)CN(C)C(=O)c1ccc(-c2cccc(C(F)(F)F)c2)o1	22	-6
CC1CCCCN1C(=O)c1ccccc1OC1CCN(S(C)(=O)=O)CC1 (configuration not stated)	4	-6
Cc1cc(C)n2nc(C(=O)Nc3ccc4c(c3)OCCO4)nc2n1	10	2
OCC(O)C(O)CC1SCCS1 (configuration not stated)	-2	-1
COc1ccc(-c2[nH]c(-c3ccccc3)nc2SCC(=O)NC2CCCC2)cc1	8	9
COC(=O)c1ccccc1NC(=S)NC(=O)COc1ccc(C(C)C)cc1	-6	7
O=C1c2ccccc2-c2nccnc21	-3	10
O=C(O)c1nnn(-c2ccc([N+](=O)[O-])cc2)c1-c1ccccc1	0	-1
CCCCNC(=O)C(=O)N/N=C/c1ccc(OCc2ccccc2)cc1	1	13
Cc1cccc(NC(=O)C2CCCN(S(=O)(=O)c3cccc4nonc34)C2)c1 (configuration not stated)	-10	6
CC12CCC3C(CCC4CC(O)CCC43C)C1CC(O)C2 (configuration not stated)	8	0
COc1ccc(N(CC(=O)NCc2cccs2)S(=O)(=O)c2c(C)n[nH]c2C)cc1	16	-6
CCN1C(=O)c2ccccc2Sc2ccc(C(=O)NCCCN3CCOCC3)cc21	11	-8
CC(=O)Nc1ccc(S(=O)(=O)NC2(C(F)(F)F)C(=O)Nc3c2c(=O)[nH]c(=O)n3Cc2ccccc2)cc1 (configuration not stated)	-3	6
CC(NS(=O)(=O)c1ccccc1)C(=O)Nc1ccc2c(c1)OCCO2 (configuration not stated)	7	1
C[C@]12c3[nH]c4ccccc4c3CCN1C(=O)C(CC(=O)NCC13CC4CC(CC(C4)C1)C3)C[C@@H]2C(=O)N1CCCCC1 (some centres not stated)	83*	-40*

Taken from above (14 entries):
SMILES	TAG inh	TAG inh DAPI viability
Cc1cc(C)n2nc(C(=O)Nc3ccc4c(c3)OCCO4)nc2n1	10	2
OCC(O)C(O)CC1SCCS1 (configuration not stated)	-2	-1
COc1ccc(-c2[nH]c(-c3ccccc3)nc2SCC(=O)NC2CCCC2)cc1	8	9
COC(=O)c1ccccc1NC(=S)NC(=O)COc1ccc(C(C)C)cc1	-6	7
O=C1c2ccccc2-c2nccnc21	-3	10
O=C(O)c1nnn(-c2ccc([N+](=O)[O-])cc2)c1-c1ccccc1	0	-1
CCCCNC(=O)C(=O)N/N=C/c1ccc(OCc2ccccc2)cc1	1	13
Cc1cccc(NC(=O)C2CCCN(S(=O)(=O)c3cccc4nonc34)C2)c1 (configuration not stated)	-10	6
CC12CCC3C(CCC4CC(O)CCC43C)C1CC(O)C2 (configuration not stated)	8	0
COc1ccc(N(CC(=O)NCc2cccs2)S(=O)(=O)c2c(C)n[nH]c2C)cc1	16	-6
CCN1C(=O)c2ccccc2Sc2ccc(C(=O)NCCCN3CCOCC3)cc21	11	-8
CC(=O)Nc1ccc(S(=O)(=O)NC2(C(F)(F)F)C(=O)Nc3c2c(=O)[nH]c(=O)n3Cc2ccccc2)cc1 (configuration not stated)	-3	6
CC(NS(=O)(=O)c1ccccc1)C(=O)Nc1ccc2c(c1)OCCO2 (configuration not stated)	7	1
C[C@]12c3[nH]c4ccccc4c3CCN1C(=O)C(CC(=O)NCC13CC4CC(CC(C4)C1)C3)C[C@@H]2C(=O)N1CCCCC1 (some centres not stated)	83*	-40*

(next part)
SMILES	TAG inh	TAG inh DAPI viability
O=C(NN=C(Cc1ccccc1)Cc1ccccc1)c1ccc(F)cc1	-39	7
CCc1ccc(OC(=O)Nc2ccccc2)cc1	-4	7
CCN(Cc1ccccc1)S(=O)(=O)c1ccc2c(c1)NC(=O)CC(=O)N2	10	-12
CCOC(=O)N1CCN(C(=O)COc2ccc(S(=O)(=O)NC3CCCCC3)cc2C)CC1	-9	-2
O=C(CCNS(=O)(=O)c1ccccc1F)N1CCN(C/C=C/c2ccccc2)CC1	-2	3
Cn1c(NCc2ccccc2)nc2cc(-c3cccc(C(F)(F)F)c3)sc2c1=O	6	14
O=C(CCN1CCCC1)Nc1ccc(Br)cc1	14	-7
CCN(CC(=O)Nc1ccccc1C(F)(F)F)C(=O)COc1cccc2c1OC(C)(C)C2	11	7
COc1ccc(CCN(C)c2ncnc3sccc23)cc1OC	-41	11
CC1=CC(C)(C(Cl)(Cl)Cl)C(C)=CC1=NO (configuration not stated)	-5	3
COc1ccc(C2C(C(=O)NCc3cccnc3)c3cc(OC)c(OC)cc3C(=O)N2C)cc1 (configuration not stated)	14	-12
CCC1S/C(=N/N=C/c2ccco2)N(Cc2ccccc2)C1=O (configuration not stated)	-6	-3
COC(=O)c1sc2nc(CN3CCOCC3)nc(N3CCOCC3)c2c1C	29	-14
COc1cccc(CN(C)C(=O)c2ccc(OCC(=O)N3CCOCC3)c(OC)c2)c1	2	-1
Cc1ccc(NS(=O)(=O)c2cc(C(=O)O)ccc2Cl)cc1	22	6
CCCn1ncc(CN2CCN(Cc3ccc(C)o3)C(CCO)C2)c1C (configuration not stated)	1	4
CC1=CC(C)(C)Nc2ccc(OC(=O)CCN3C(=O)c4ccccc4C3=O)cc21	54*	-15*
OC(COCC1COc2ccccc2O1)CN1CCN(c2ccc(F)cc2)CC1 (configuration not stated)	-7	-1
CCSc1nc2c(cnn2-c2ccc(C)c(C)c2)c(=O)[nH]1	-13	0
O=C(CCN1C(=O)C2CC=CCC2C1=O)NC1CCCCC1 (configuration not stated)	5	-6
CC1C/C(=C/c2ccncc2)C(=O)/C(=C/c2ccncc2)C1 (configuration not stated)	30	-32
CSc1cccc(NC(=O)CN(C)S(=O)(=O)c2ccc(F)cc2)c1	1	2
Cc1ccccc1[C@@H](NC(=O)OC(C)(C)C)C(=O)OC(C)(C)C	-23	2
COc1ccc(NC(=O)c2cn(-c3ccccc3)nc2-c2cc3ccccc3o2)cc1	27	-4
CCCCNc1c(-c2ccc(OC)c(Sc3ccc(OC)cc3)c2)nc2ccccn12	-32	-2
O=C(N/N=C/c1ccccc1)c1[nH]c2ccc(Br)cc2c1-c1ccccc1	25	-16
COc1cc(S(=O)(=O)NCc2ccncc2)ccc1Br	-2	-5
CCCSc1nc(C)cc(C)c1S(=O)(=O)c1ccccc1C	-76	-4
CN1CCN(C(=O)c2ccccc2NC(=O)c2cccc(Cl)c2)CC1	3	3
COCC(C)NC(=O)CSc1nnc(-c2cccc(S(=O)(=O)N3CCCCC3)c2)o1 (configuration not stated)	5	-3
CCc1nc2c(OCCC3CCCCC3)cccn2c1N(C)C(=O)c1ccc(OC)cc1	-4	-2
CN1CCN(S(=O)(=O)c2cccc(C(=O)NCc3ccc(Cl)cc3)c2)CC1	1	0
O=C(CSCc1ccccc1)Nc1ccccc1C(=O)Nc1ccc(C(=O)O)cc1	-13	7
Cc1cc2nncn2c(Cc2ccccc2)n1	-13	1
COc1cc(OC)cc(C(=O)N2CCN(c3ccc(N4CCOCC4)nn3)CC2)c1	7	-3
CCCc1nc2oc3c(NCC(C)O)ncnc3c2c2c1CCCC2 (configuration not stated)	9	4
CCCCCC(=O)N1CC2(CC(c3cccc(NC(=O)[C@@H]4CCC(=O)N4)c3)=NO2)C[C@@H]1C(N)=O (some centres not stated)	6	-6
Cc1ccc(NC(=O)CN(C)C(=O)c2nn(C)c(=O)c3ccccc23)cc1	-8	5
Clc1ccc(OCCOCCNCc2ccccc2)cc1Cl	-4	2
c1cncc(-c2noc(CC3CCCCC3)n2)c1	1	-10
Cn1nnnc1SCC(=O)N1N=C(c2cccs2)CC1c1cccs1 (configuration not stated)	5	-9
O=C(Nc1cccc(S(=O)(=O)N2CCCCC2)c1)c1cc(=O)[nH]c2ccccc12	-3	3
CCOCC(=O)Nc1cc(S(=O)(=O)N2CCOCC2)ccc1N1CCCCC1	-5	2
CCCCc1nnc(NC(=O)c2ccccc2OCc2c(C)noc2C)s1	-1	-5
Cn1c(=O)c2[nH]c(CCNC(=O)c3ccccc3)nc2n(C)c1=O	5	-2
CC1CC2OC(=O)C3(C)CCCC(C)(C23)C1(O)CCc1ccoc1 (configuration not stated)	-5	4
CCCCc1nnc(NC(=O)CCS(=O)(=O)c2ccc(Cl)cc2)s1	0	4
COc1ccccc1NC(=O)CN1CCN(CC(=O)Nc2ccc(Cl)c(C(F)(F)F)c2)CC1	2	-10
COc1ccccc1/C=N/Nc1cc(C)nc(N2CCOCC2)n1	3	-3
CCc1cccc(NC(=O)CSC2=NS(=O)(=O)c3ccccc32)c1	-24	12
Cn1nc(C(=O)N2CCN(C(c3ccccc3)c3ccccc3)CC2)c2ccccc2c1=O	-14	-4
CCCC(c1nnnn1Cc1ccc(F)cc1)N1CCN(C)CC1 (configuration not stated)	8	6
CC(C)[C@H](NC(=O)OCc1ccccc1)C(=O)OCC(=O)N1CCN(c2ccccc2)CC1	-8	-1
CCc1nnc(SCc2cccc(F)c2)nc1CC	-2	-7
O=C(O)CCCNC(=O)OCc1ccccc1	-12	5
COc1ccc(N2C(=O)CCC(C(=O)NCc3ccccn3)C2c2ccc(OC)c(OC)c2)cc1 (configuration not stated)	11	2
NNC(=O)c1cccc(COc2ccccc2Br)c1	10	-7
CC(NC(=O)CN1C(=O)NC2(CCCCC2C)C1=O)c1ccccc1 (configuration not stated)	9	-5
CCN(Cc1ccccc1)C(=O)/C=C/c1ccccc1[N+](=O)[O-]	-4	3
COc1ccc(S(=O)(=O)N2CCCCC2c2cc(C(=O)NCc3ccc(F)cc3)no2)cc1 (configuration not stated)	12	-7

Later entries
SMILES	TAG inh	TAG inh DAPI viability
CCN1CCN(CCCN(Cc2ccco2)C(=S)Nc2cccc(Cl)c2C)CC1	1	-4
COc1cc(OC)cc(-c2c(-c3cccs3)c3cc(-c4ccc(C(N)=O)cc4)ccc3n2C)c1	-55	17
COc1ccc(N(CC(=O)NCc2ccccc2)S(=O)(=O)c2c(C)nn(C)c2C)cc1	4	4
COc1cc(/C=N/N2C(C)CCCC2C)cc(Br)c1O (configuration not stated)	14	7
O=c1c(Cc2ccc(Cl)cc2)c(O)ccn1Cc1cccs1	13	3
COc1cc(/C=N/NC(=O)c2cc(-c3ccccc3C)nc3ccccc23)cc(OC)c1O	13	-17
Cc1ccc(-n2ncc3c(=O)[nH]c(SCC(=O)N4CCCC4)nc32)cc1C	6	-3
O=C(CN1CCN(S(=O)(=O)c2ccc3ccccc3c2)CC1)NC(=O)NC1CCCCC1	6	-6
Cc1nn(-c2ccccc2)c(C)c1/C=N/NC(=O)c1cc(C(C)(C)C)[nH]n1	12	0
CCOC(=O)c1cccc(NC2c3ccccc3C(=O)N2Cc2ccco2)c1 (configuration not stated)	-27	9
CCOC(=O)C1=C(C)c2ccccc2OC1C(=O)OCC (configuration not stated)	-1	5
COc1cccc(-c2cc(C(=O)O)[nH]n2)c1	2	3

Source: PubChem (Sanford-Burnham Center for Chemical Genomics)
